Assay outcomes deposited in PubChem by several laboratories.
DAGLB inh – diacylglycerol lipase beta (human) inhibition; Q8NCG7; HEK293T DAGLB membrane lysate, EnzChek fluorogenic substrate; inhibition, % at 5.17 µM; actives 0.059% (n = 340,000); AID 504411; in the data active = inhibition above about 34%;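 note: 0% = enzyme with vehicle and 100% = wells lacking enzyme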
CAL PDZ FP-1 – inhibitors of human CAL PDZ peptide binding. purified CAL PDZ, TMR-peptide fluorescence polarization, 1 h. inhibition, % at 20 µM. actives 0.02% (n = 330,000). AID 504414. Q9HD26;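 active = highest replicate inhibition of at least 40%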;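 note: plate controls were DMSO neutral control wells for no effect and unlabeled competitor peptide control wells for full effect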
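Material: tagged CAL PDZ domain; buffer or medium: 25 mM sodium phosphate pH 7.4, 150 mM NaCl, TCEP, IgG, Thesit; compound dosing: single point, 20 µM; schedule: 1 h incubation at room temperature before polarization reading; measured by: FP readout, S and P plane fluorescence; read-out basis: percent inhibition from loss of millipolarization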
Pemphigus Ab inh – blocks pemphigus antibody binding to human desmoglein-3; binding (percent of control), % at 10 µM; AID 588358; actives 0.48% (n = 310,000); P32926; DSG3-coupled beads, scFv-anti-DSG3-GFP binding, flow cytometry; stronger effect = lower value;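 active = binding more than 3 SD below its plate's average and above zero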;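 note: hits lower antibody fragment binding to DSG3; some compounds called inactive have numbers as strong as hits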
V-ATPase pH – regulators of yeast V-ATPase proton transport | S. cerevisiae, pHLuorin cytosolic pH fluorescence | response, % at 10 µM | actives 0.37% (n = 350,000) | AID 504577; in the data active = response mostly above about 7.3%, no sharp cut-off; inactive = mostly below about 5.4%; note: actives read high; inactives centre near 0; some compounds called inactive have numbers as strong as hits; reference of the scale not given here
Keap1-Nrf2 PPI – disrupts human Keap1 binding to Nrf2 peptide. actives 0.15% (n = 340,000). inhibition, % at 9.4 µM. Q14145. Keap1 Kelch-Nrf2 peptide fluorescence polarization, 1536-well; in the data active = inhibition above about 12%;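 note: human Keap1 Kelch domain with fluorescein labeled Nrf2 9mer peptide probe; 0% = neutral control wells and 100% = peptide positive control; higher means more block of Keap1 binding to Nrf2 peptide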
Arr AP2 block – inhibitors of human beta-arrestin and AP2 interaction; FITC-arrestin peptide / GST-AP2 beads, flow cytometry; AP2 beta2 appendage carries R879A mutation; inhibition, % at 10 µM; actives 0.31% (n = 340,000);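 active = inhibition above a set limit, near 3 SD of compounds lacking own fluorescence, cut at about 54% in these data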;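 note: plate controls were DMSO wells for no effect and 5 µM unlabelled arrestin peptide for full effect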
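system = GST-tagged AP2 beta2-adaptin appendage (R879A) on 4 µm glutathione beads | reagent = FITC-labelled arrestin peptide probe, 50 nM final | schedule = compound with beads 12 min RT, then probe 1 h RT | signal = HyperCyt-sampled flow cytometry, FL1 channel, ex 488/em 535 nm | read-out = percent response from loss of bead-bound FITC fluorescence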
RTF Ca sens inh – cardiac RTF calcium desensitization; IANBD-labeled cardiac RTF, Ca2+ fluorescence; inhibition, % at 7.15 µM; actives 0.12% (n = 340,000);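 active = inhibition above the mean inhibition of all tested compounds plus 3 SD, cut at about 17% in these data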;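 note: assay run at fixed EC70 calcium of 1.6 mM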
NSD2 HMT inh – NSD2 (human) methyltransferase inhibition | NSD2 peptide methylation, AlphaScreen, 120 min | inhibition, % at 12.5 µM | actives 0.54% (n = 310,000); in the data active = inhibition above about 50%
Target sequence (O96028 whole entry, looked up): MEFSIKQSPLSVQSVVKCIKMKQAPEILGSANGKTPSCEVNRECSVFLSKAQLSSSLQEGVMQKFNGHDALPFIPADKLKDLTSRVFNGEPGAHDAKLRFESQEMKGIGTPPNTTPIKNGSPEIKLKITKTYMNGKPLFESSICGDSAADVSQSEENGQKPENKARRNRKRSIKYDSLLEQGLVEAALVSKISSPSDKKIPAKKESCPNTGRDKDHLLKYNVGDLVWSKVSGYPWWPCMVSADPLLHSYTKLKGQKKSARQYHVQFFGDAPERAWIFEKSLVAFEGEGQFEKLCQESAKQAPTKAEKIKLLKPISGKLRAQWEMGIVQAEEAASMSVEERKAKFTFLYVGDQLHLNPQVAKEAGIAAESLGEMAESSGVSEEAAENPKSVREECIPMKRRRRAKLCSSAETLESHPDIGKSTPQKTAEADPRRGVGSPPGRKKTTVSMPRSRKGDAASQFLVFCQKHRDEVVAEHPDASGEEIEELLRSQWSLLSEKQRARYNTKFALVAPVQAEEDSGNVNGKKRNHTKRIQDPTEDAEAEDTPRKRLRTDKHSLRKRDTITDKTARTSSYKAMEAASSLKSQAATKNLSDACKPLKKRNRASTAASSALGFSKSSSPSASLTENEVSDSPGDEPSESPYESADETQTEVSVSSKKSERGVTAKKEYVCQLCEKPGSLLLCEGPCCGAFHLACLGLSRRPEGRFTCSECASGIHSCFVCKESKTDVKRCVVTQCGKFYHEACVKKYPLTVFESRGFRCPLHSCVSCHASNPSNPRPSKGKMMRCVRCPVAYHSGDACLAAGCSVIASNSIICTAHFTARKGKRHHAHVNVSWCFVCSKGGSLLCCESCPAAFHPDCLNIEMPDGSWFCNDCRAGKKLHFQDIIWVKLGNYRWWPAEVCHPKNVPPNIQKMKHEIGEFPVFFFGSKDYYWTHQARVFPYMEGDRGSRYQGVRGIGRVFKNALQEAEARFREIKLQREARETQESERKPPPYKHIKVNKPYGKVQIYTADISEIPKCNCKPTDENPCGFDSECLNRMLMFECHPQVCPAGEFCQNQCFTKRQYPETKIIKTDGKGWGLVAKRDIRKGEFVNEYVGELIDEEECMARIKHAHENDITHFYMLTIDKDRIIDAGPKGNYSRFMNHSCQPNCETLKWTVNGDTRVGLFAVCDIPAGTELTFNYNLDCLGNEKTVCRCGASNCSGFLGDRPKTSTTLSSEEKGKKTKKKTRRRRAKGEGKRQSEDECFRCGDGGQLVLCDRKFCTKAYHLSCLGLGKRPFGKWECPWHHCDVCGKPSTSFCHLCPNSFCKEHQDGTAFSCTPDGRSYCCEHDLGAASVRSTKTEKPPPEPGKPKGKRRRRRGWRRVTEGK
C-LANA FP – KSHV C-LANA DNA binding inhibition; MBP-C-LANA/FAM-LBS DNA binding, fluorescence polarization; inhibition, % at 9 µM; actives 0.078% (n = 340,000);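 active = highest replicate inhibition at or above 60% at 9 µM, even if other replicates fall short; inactive = all replicates below 60% inhibition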;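 note: 0% = neutral control wells and 100% = 4 µM acridine orange control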
CAL PDZ FP-2 – inhibitors of human CAL PDZ peptide binding | Q9HD26 | purified CAL PDZ, TMR-peptide fluorescence polarization, 1 h | inhibition, % at 24.9 µM | actives 0.92% (n = 300,000) | AID 602252;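 active = mean inhibition of at least 30% with at least half of replicates also reaching 30%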;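 note: 0% = DMSO neutral control and 100% = excess unlabeled competitor peptide PRC23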
* hit, by the source's call. A portion of the library; the hit share may differ from the screen's.

Results for COCCSc1nnc(NC(=O)C(C)(C)C)s1 ?
DAGLB inh: -1; CAL PDZ FP-1: -2.5; Pemphigus Ab inh: 105; V-ATPase pH: 3; Keap1-Nrf2 PPI: -3; Arr AP2 block: -2; RTF Ca sens inh: 5; NSD2 HMT inh: 4; C-LANA FP: 0.3; CAL PDZ FP-2: -1

Results for COc1cc(OC)c(OC)cc1CN1CCN(Cc2ccc(SC)cc2)CC1 ?
DAGLB inh: -1; CAL PDZ FP-1: -2.3; Pemphigus Ab inh: 96; V-ATPase pH: -1; Keap1-Nrf2 PPI: 0; Arr AP2 block: -7; RTF Ca sens inh: -20; NSD2 HMT inh: 8; C-LANA FP: -0.6; CAL PDZ FP-2: 0

What do the screens show for `CC(C)C(c1nnnn1C(C)(C)C)N1CCOCC1` (configuration not stated)?
DAGLB inh: 0; CAL PDZ FP-1: 0.1; V-ATPase pH: 1; Keap1-Nrf2 PPI: -4; Arr AP2 block: 0; RTF Ca sens inh: 7; NSD2 HMT inh: 1; C-LANA FP: -0.6; CAL PDZ FP-2: -4

How did CSc1nc2nc3c(cc2c(=O)n1-c1cccc(C)c1)COC(C)(C)C3 do in these assays?
Pemphigus Ab inh: 99; V-ATPase pH: 2; Arr AP2 block: -8; NSD2 HMT inh: 0

Results for Cc1ccc(N(C(=O)c2ccccn2)C2(C(=O)NC3CCCC3)CCCCC2)cc1 ?
DAGLB inh: 0; CAL PDZ FP-1: -1.7; V-ATPase pH: 0; Keap1-Nrf2 PPI: -3; Arr AP2 block: 29; RTF Ca sens inh: -5; NSD2 HMT inh: 4; C-LANA FP: 1.1; CAL PDZ FP-2: -1

Results for CC(=CC(=O)c1ccccc1)c1ccccc1 ?
DAGLB inh: -9; CAL PDZ FP-1: -0.1; Pemphigus Ab inh: 134; V-ATPase pH: 0; Keap1-Nrf2 PPI: -6; Arr AP2 block: 4; RTF Ca sens inh: 3; NSD2 HMT inh: 0; C-LANA FP: -3.3; CAL PDZ FP-2: -2

Results for CCCCC(=O)Nc1ccc(NC(=O)c2ccco2)cn1 ?
DAGLB inh: 1; Pemphigus Ab inh: 108; V-ATPase pH: -3; Keap1-Nrf2 PPI: -7; Arr AP2 block: -5; RTF Ca sens inh: 0; NSD2 HMT inh: -3; C-LANA FP: -1.9; CAL PDZ FP-2: -3

Results for Cc1cc(Nc2ccccc2N2CCOCC2)n2ncnc2n1 ?
DAGLB inh: 2; CAL PDZ FP-1: -1.5; Pemphigus Ab inh: 94; V-ATPase pH: -2; Keap1-Nrf2 PPI: -11; Arr AP2 block: 12; RTF Ca sens inh: -2; C-LANA FP: 0.4

How did Cc1ccc(S(=O)(=O)N2CCOCC2)cc1NC(=O)CSc1cccc[n+]1[O-] do in these assays?
DAGLB inh: -1; CAL PDZ FP-1: -0.1; Pemphigus Ab inh: 98; V-ATPase pH: -4; Keap1-Nrf2 PPI: 1; Arr AP2 block: -2; RTF Ca sens inh: 1; NSD2 HMT inh: -3; C-LANA FP: 0.6; CAL PDZ FP-2: 0

Results for CN(C)c1ccc(C=C2C(=O)OC(C)(C)OC2=O)cc1 ?
DAGLB inh: 3; CAL PDZ FP-1: -1.0; Pemphigus Ab inh: 98; V-ATPase pH: 3; Keap1-Nrf2 PPI: -6; Arr AP2 block: 28; RTF Ca sens inh: 0; NSD2 HMT inh: -2; C-LANA FP: -0.4; CAL PDZ FP-2: -5

What do the screens show for `COc1ccc(/C=C2/SC(=O)N(CCC(=O)Nc3ccccc3)C2=O)cc1OC`?
DAGLB inh: 0; CAL PDZ FP-1: -1.4; Pemphigus Ab inh: 92; V-ATPase pH: 11; Keap1-Nrf2 PPI: 5; Arr AP2 block: 13; RTF Ca sens inh: 3; NSD2 HMT inh: 0; C-LANA FP: 0.6; CAL PDZ FP-2: 0

Results for COC(=O)/C=C1/S/C(=N/NC(=O)c2ccc(Cl)cc2Cl)NC1=O ?
Pemphigus Ab inh: 93; V-ATPase pH: 2; Arr AP2 block: 2; NSD2 HMT inh: -1

Arranged by molecular weight (smallest number first): some entries from above.
What do the screens show for `CC(C)C(c1nnnn1C(C)(C)C)N1CCOCC1` (configuration not stated)?
DAGLB inh: 0; CAL PDZ FP-1: 0.1; V-ATPase pH: 1; Keap1-Nrf2 PPI: -4; Arr AP2 block: 0; RTF Ca sens inh: 7; NSD2 HMT inh: 1; C-LANA FP: -0.6; CAL PDZ FP-2: -4

Results for COCCSc1nnc(NC(=O)C(C)(C)C)s1 ?
DAGLB inh: -1; CAL PDZ FP-1: -2.5; Pemphigus Ab inh: 105; V-ATPase pH: 3; Keap1-Nrf2 PPI: -3; Arr AP2 block: -2; RTF Ca sens inh: 5; NSD2 HMT inh: 4; C-LANA FP: 0.3; CAL PDZ FP-2: -1

How did CSc1nc2nc3c(cc2c(=O)n1-c1cccc(C)c1)COC(C)(C)C3 do in these assays?
Pemphigus Ab inh: 99; V-ATPase pH: 2; Arr AP2 block: -8; NSD2 HMT inh: 0

Results for COC(=O)/C=C1/S/C(=N/NC(=O)c2ccc(Cl)cc2Cl)NC1=O ?
Pemphigus Ab inh: 93; V-ATPase pH: 2; Arr AP2 block: 2; NSD2 HMT inh: -1

Next compounds follow.
What do the screens show for `COc1cc(/C=C2/SC(=S)N(CCC(=O)Nc3ccccc3)C2=O)cc(OC)c1OC`?
DAGLB inh: 1; CAL PDZ FP-1: -2.8; V-ATPase pH: 4; Keap1-Nrf2 PPI: -5; Arr AP2 block: -2; RTF Ca sens inh: -8; NSD2 HMT inh: -3; C-LANA FP: 0.4; CAL PDZ FP-2: -2

How did Cc1ccc(SCCCn2cncn2)cc1 do in these assays?
DAGLB inh: -1; CAL PDZ FP-1: 0.1; Pemphigus Ab inh: 93; V-ATPase pH: -7; Keap1-Nrf2 PPI: -3; Arr AP2 block: 23; RTF Ca sens inh: 3; NSD2 HMT inh: -1; C-LANA FP: -0.8; CAL PDZ FP-2: -1

What do the screens show for `S=C(NCc1ccccc1)N1CCn2cccc2C1c1ccncc1` (configuration not stated)?
DAGLB inh: 0; CAL PDZ FP-1: -0.1; Pemphigus Ab inh: 116; V-ATPase pH: -1; Keap1-Nrf2 PPI: -2; Arr AP2 block: 17; RTF Ca sens inh: -4; NSD2 HMT inh: 5; C-LANA FP: 2.2; CAL PDZ FP-2: -3

What do the screens show for `Cc1c(NC(=O)C(C)Oc2ccc(Br)cc2Cl)c(=O)n(-c2ccccc2)n1C` (configuration not stated)?
DAGLB inh: -1; CAL PDZ FP-1: -2.0; Pemphigus Ab inh: 118; V-ATPase pH: -3; Keap1-Nrf2 PPI: -4; Arr AP2 block: -4; RTF Ca sens inh: 0; NSD2 HMT inh: -1; C-LANA FP: -0.4; CAL PDZ FP-2: -3

How did CC(C)c1ccc(OCc2ccc(C(=O)N(C)C)o2)cc1 do in these assays?
DAGLB inh: -3; CAL PDZ FP-1: -1.3; Pemphigus Ab inh: 117; V-ATPase pH: 0; Keap1-Nrf2 PPI: 1; Arr AP2 block: 41; RTF Ca sens inh: -3; NSD2 HMT inh: 2; C-LANA FP: -0.8; CAL PDZ FP-2: -4

How did CC1CN(C(=O)c2cc(Br)c(Br)s2)CC(C)O1 (configuration not stated) do in these assays?
DAGLB inh: -2; CAL PDZ FP-1: -0.4; Pemphigus Ab inh: 89; V-ATPase pH: 2; Keap1-Nrf2 PPI: -6; Arr AP2 block: -1; RTF Ca sens inh: 7; NSD2 HMT inh: -1; C-LANA FP: 0.1; CAL PDZ FP-2: -7

Results for COC(=O)c1ccc(COC(=O)C(CCSC)NC(=O)COc2ccccc2)cc1 (configuration not stated) ?
DAGLB inh: -3; CAL PDZ FP-1: -1.3; Pemphigus Ab inh: 74; V-ATPase pH: 1; Keap1-Nrf2 PPI: 4; Arr AP2 block: -9; RTF Ca sens inh: -1; C-LANA FP: 0.1; CAL PDZ FP-2: 4

What do the screens show for `COc1ccc(C2CC(=O)C(CS(=O)(=O)c3ccccc3)C(=O)C2)cc1` (configuration not stated)?
CAL PDZ FP-1: -0.8; Pemphigus Ab inh: 102; V-ATPase pH: 0; Keap1-Nrf2 PPI: 0; Arr AP2 block: 8; NSD2 HMT inh: -1; C-LANA FP: -0.5; CAL PDZ FP-2: 3

Results for O=C(c1cc(Br)ccc1Cl)N1CCN(c2ccccn2)CC1 ?
DAGLB inh: 0; CAL PDZ FP-1: 22; Pemphigus Ab inh: 103; V-ATPase pH: -3; Keap1-Nrf2 PPI: 2; Arr AP2 block: 36; RTF Ca sens inh: 0; NSD2 HMT inh: 2; C-LANA FP: -1.1; CAL PDZ FP-2: 2

What do the screens show for `CN(C)c1nc(N)c([N+](=O)[O-])c(NCC2CCCO2)n1` (configuration not stated)?
CAL PDZ FP-1: -0.1; Pemphigus Ab inh: 97; V-ATPase pH: 1; Keap1-Nrf2 PPI: -5; Arr AP2 block: -2; NSD2 HMT inh: 0; C-LANA FP: 0.4

How did CCc1nnc(NC(=O)CSc2nnc(COc3ccc(C#N)cc3)n2-c2ccccc2)s1 do in these assays?
DAGLB inh: 1; CAL PDZ FP-1: 1.3; V-ATPase pH: -2; Keap1-Nrf2 PPI: 3; Arr AP2 block: -1; RTF Ca sens inh: 11; NSD2 HMT inh: -3; C-LANA FP: -2.0; CAL PDZ FP-2: -7

Results for CCOc1ccc(NC(=O)CC2C(=O)N(c3ccc(OCC)cc3)C(=S)N2C2CC2)cc1 (configuration not stated) ?
DAGLB inh: -6; CAL PDZ FP-1: -2.5; Pemphigus Ab inh: 106; V-ATPase pH: 0; Keap1-Nrf2 PPI: -1; Arr AP2 block: 13; RTF Ca sens inh: -3; NSD2 HMT inh: 6; C-LANA FP: -1.8; CAL PDZ FP-2: 1

Results for Cc1nc2c(-c3ccc(F)cc3)c(C)nn2c(C)c1CCC(=O)N1CCN(c2ccc(F)cc2)CC1 ?
DAGLB inh: -6; CAL PDZ FP-1: -0.2; Pemphigus Ab inh: 105; V-ATPase pH: -8; Keap1-Nrf2 PPI: -5; Arr AP2 block: -10; RTF Ca sens inh: 1; C-LANA FP: -0.6; CAL PDZ FP-2: -2

Results for Cc1coc(NC(=O)CSc2nc(-c3ccncc3)cc(C(F)(F)F)c2C#N)n1 ?
DAGLB inh: 0; CAL PDZ FP-1: -0.7; Pemphigus Ab inh: 98; V-ATPase pH: -1; Keap1-Nrf2 PPI: 1; Arr AP2 block: -13; RTF Ca sens inh: -19; NSD2 HMT inh: 10; C-LANA FP: 0.7; CAL PDZ FP-2: -1
